Compound activity (PubChem BioAssay)
P. falciparum M17LAP: P. falciparum M17LAP inhibitors, primary screen, biochemical, fluorogenic H-Leu-NHMec substrate, 1536-well (AID 1619); recombinant M17LAP, H-Leu-NHMec fluorogenic kinetic assay; higher % means a stronger effect; inhibition, % at 30 µM, or IC50 in µM where a hit was titrated; 220,000 tested, 0.38% active;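 active means compound inhibiting the enzyme by more than half at any dose during confirmatory dose-response retesting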;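 further: plate controls were full reaction with DMSO carrier for no effect and no enzyme background for full effect; strong numbers were not always called active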
Dynein transport: blocks dynein driven cargo transport along microtubules. AID 1381. 220,000 tested, 0.47% active. z-score, hits read low. 3617.4 mouse cells, GR-EGFP nuclear translocation imaging; test concentration mostly 20 µM; stimulated with dexamethasone, 1 µM; stronger effect = lower value;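 active means plate z-score of nuclear minus cytoplasmic receptor signal below a set negative limit, without overly bright fluorescence or cell loss, cut at about -3.5 in these data, passing the limit was not always enough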;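 further: z-score of nuclear minus cytoplasmic ring GR-EGFP intensity difference per well; some compounds called inactive have numbers as strong as hits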
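Buffer or medium: Induction medium lacking tetracycline, stripped serum | Also added: Dexamethasone agonist, 1.0 µM final, for 30 min | Timing: 48 h induction, 1 h compound, 30 min dex at 37 °C | Detection: Formaldehyde fixation, Hoechst nuclear stain, 10x automated fluorescence imaging | Measure: Nuclear versus cytoplasmic GR-EGFP signal, averaged per well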
AID2073: disruptors of CaV2.2 binding to Mint1 – biochemical, HTRF (AID 2073) | HTRF protein-protein interaction, Mint1-CaV2.2; higher % means a stronger effect | inhibition, % at 20 µM; hits with a dose series show IC50 in µM | 290,000 tested, 0.19% active; in the data active means inhibition mostly above about 51%, no sharp cut-off; further: some results filed as inactive read as strong as hits
KOR beta-arrestin-1: kappa opioid receptor activators – cell-based, luminescence, uHTS, primary screen (AID 1777); KOR beta-arrestin recruitment, luminescence; higher % means a stronger effect; activation, % at 10 µM, or EC50 in µM where a hit was titrated; 280,000 tested, 0.02% active; in the data active means activation above about 50%, passing the limit was not always enough; further: a part of the inactive calls stands beside numbers as strong as those of hits
GPR55 beta-arrestin: GPR55 agonists via beta-arrestin recruitment, primary screen, imaging, U2OS cells, beta-arrestin-GFP redistribution (AID 1961); U2OS GPR55 beta-arrestin-GFP redistribution imaging; higher % means a stronger effect; 290,000 tested, 0.048% active; one-dose activation, % at 10 µM; EC50 in µM for titrated hits;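 active means activation above 40% with more than 50 cells counted in the well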;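 further: U2OS osteosarcoma cells stably expressing GPR55 and beta-arrestin-GFP; plate controls were DMSO negative control for no effect and LPI positive control for full effect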
NOD2 inhibition: inhibition of NOD2-driven NF-kB reporter – cell-based, luminescence, uHTS, HEK293 (AID 1566). HEK293 NOD2/NF-kB luciferase reporter, luminescence; higher % means a stronger effect. 290,000 tested, 0.63% active. inhibition, % at 4 µM; hits with a dose series show EC50 in µM; further: many of its hits are not listed in these tables
KOR beta-arrestin-2: KOR antagonists, beta-arrestin recruitment, cell-based, luminescence, uHTS (AID 1778); 290,000 tested, 0.091% active; KOR beta-arrestin recruitment, luminescence, antagonist mode; higher % means a stronger effect; inhibition, % at 10 µM; hits with a dose series show IC50 in µM; further: strong numbers were not always called active
NOD1 inhibition: NOD1 signaling inhibitors, primary screen, cell-based, luminescence, uHTS (AID 1578) | NOD1-driven NF-kB luciferase reporter cells, luminescence; higher % means a stronger effect | inhibition, % at 4 µM; hits with a dose series show EC50 in µM | 290,000 tested, 1% active; in the data active means inhibition mostly above about 36%, no sharp cut-off; inactive means mostly below about 34%;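 further: HEK-293T reporter cells stimulated with the NOD1 agonist gamma-tri-DAP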
P. falciparum M1AAP: P. falciparum M1AAP inhibitors, biochemical, fluorogenic H-Leu-NHMec substrate, 1536-well (AID 1445) | recombinant M1AAP, H-Leu-NHMec fluorogenic kinetic assay; higher % means a stronger effect | inhibition, % at 30 µM, or IC50 in µM where a hit was titrated | 220,000 tested, 0.42% active;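 active means primary inhibition above the hit cutoff, then over 50% inhibition at one or more dose response concentrations, cut at about 23% in these data, passing the limit was not always enough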;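 further: plate controls were DMSO full reaction for no effect and no enzyme background for full effect; strong numbers were not always called active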
Dynein transport cytoplasmic EGFP: second read-out of Dynein transport, no call of its own (marks repeat the call); z-score; measured here: cytoplasmic GR-EGFP intensity; stronger effect = higher value
Dynein transport nuclear GR-EGFP: also measured in Dynein transport; calls as there; z-score; measured here: nuclear GR-EGFP intensity;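 lower value marks the stronger effect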
Dynein transport cell count: recorded beside Dynein transport, whose call it bears; z-score; measured here: cell count per field
* hit, by the source's call. Unless noted, no stated cut-off is given here; in the data, active means inhibition above about 50%; inactive means the rest.

For Cc1nc(N(C)C)c2sc(=S)n(C)c2n1 the results were P. falciparum M17LAP -7.5%, Dynein transport 3.54, AID2073 -6.0%, KOR beta-arrestin-1 0.4%, GPR55 beta-arrestin 0.4%, NOD2 inhibition 11.1%, KOR beta-arrestin-2 19.3%, NOD1 inhibition 12.7%, P. falciparum M1AAP 5.5%, Dynein transport cytoplasmic EGFP 0.032, Dynein transport nuclear GR-EGFP 2.36 and Dynein transport cell count -1.34.
Screening CCOC(=O)/C(C#N)=C1/C=CN(c2ccc(C)cc2)C=N1 returned P. falciparum M17LAP -9.7%, Dynein transport -0.484, AID2073 0.8%, KOR beta-arrestin-1 21.0%, GPR55 beta-arrestin -0.1%, NOD2 inhibition -14.7%, KOR beta-arrestin-2 -26.8%, NOD1 inhibition -39.7%, P. falciparum M1AAP 2.5%, Dynein transport cytoplasmic EGFP -0.104, Dynein transport nuclear GR-EGFP -0.0526 and Dynein transport cell count 0.383.
`CC(C)NC(=O)CSc1nc(N)c(-c2ccccc2)c(=O)[nH]1` gave P. falciparum M17LAP -0.8%, Dynein transport 0.0187, AID2073 1.7%, KOR beta-arrestin-1 3.8%, GPR55 beta-arrestin -0.5%, NOD2 inhibition -6.1%, KOR beta-arrestin-2 31.0%, NOD1 inhibition 7.6%, P. falciparum M1AAP 3.6%, Dynein transport cytoplasmic EGFP -0.3, Dynein transport nuclear GR-EGFP -0.219 and Dynein transport cell count 0.149.
COCCCNc1ccc([N+](=O)[O-])cc1C(=O)Nc1cccc(C)n1 was read as P. falciparum M17LAP 2.6%, Dynein transport -0.0542, AID2073 -1.8%, KOR beta-arrestin-1 0.1%, GPR55 beta-arrestin 0.0%, NOD2 inhibition 11.5%, KOR beta-arrestin-2 -6.0%, NOD1 inhibition -33.4%, P. falciparum M1AAP 2.0%, Dynein transport cytoplasmic EGFP -0.35, Dynein transport nuclear GR-EGFP 0.199 and Dynein transport cell count 0.683.
Cc1ccccc1S(=O)(=O)Cc1ccc(C(=O)NCCCN2CCCC2)o1 was read as AID2073 -7.6%, KOR beta-arrestin-1 0.9%, GPR55 beta-arrestin -0.2%, NOD2 inhibition -16.8%, KOR beta-arrestin-2 -47.4% and NOD1 inhibition -47.7%.
For COCC(=O)Nc1c(C(=O)Nc2ccc3c(c2)OCO3)oc2ccccc12 the results were AID2073 13.0%, KOR beta-arrestin-1 2.4%, GPR55 beta-arrestin -0.1%, NOD2 inhibition -80.3%, KOR beta-arrestin-2 -49.7% and NOD1 inhibition -13.6%.
`O=C(NCc1ccccc1)c1c(F)c(F)c(F)c(F)c1F` gave P. falciparum M17LAP 1.8%, Dynein transport -0.257, AID2073 2.3%, KOR beta-arrestin-1 -2.5%, GPR55 beta-arrestin -0.2%, NOD2 inhibition -8.0%, KOR beta-arrestin-2 9.1%, NOD1 inhibition -5.7%, P. falciparum M1AAP 6.8%, Dynein transport cytoplasmic EGFP -0.193, Dynein transport nuclear GR-EGFP -0.327 and Dynein transport cell count 0.588.
For O=C(Cc1ccc([N+](=O)[O-])cc1)N/N=C/c1ccccc1F the results were AID2073 -11.0%, KOR beta-arrestin-1 -4.4%, GPR55 beta-arrestin 0.4%, NOD2 inhibition 9.4%, KOR beta-arrestin-2 8.3% and NOD1 inhibition -13.7%.
For COC(=O)C1=C(C)Nc2c(c(=O)n(C)c(=O)n2C)C1c1ccncc1 (centres undefined) the results were P. falciparum M17LAP 14.9%, Dynein transport 0.749, AID2073 -4.0%, KOR beta-arrestin-1 2.6%, GPR55 beta-arrestin 0.0%, NOD2 inhibition 13.3%, KOR beta-arrestin-2 -39.0%, NOD1 inhibition 68.6%*, P. falciparum M1AAP 5.7%, Dynein transport cytoplasmic EGFP -0.254, Dynein transport nuclear GR-EGFP 0.39 and Dynein transport cell count -0.181.
COc1ccc(OCC(=O)N/N=C/c2ccncc2)cc1 was read as P. falciparum M17LAP -2.0%, Dynein transport -0.0602, AID2073 10.4%, KOR beta-arrestin-1 3.2%, GPR55 beta-arrestin 1.2%, NOD2 inhibition -25.1%, KOR beta-arrestin-2 6.4%, NOD1 inhibition -32.2%, P. falciparum M1AAP 4.1%, Dynein transport cytoplasmic EGFP -0.411, Dynein transport nuclear GR-EGFP -0.514 and Dynein transport cell count 0.673.
For Cc1ccc(N=Cc2nc(-c3ccco3)oc2O)cc1 the results were P. falciparum M17LAP -8.4%, Dynein transport 2.4, AID2073 -4.0%, KOR beta-arrestin-1 -0.4%, GPR55 beta-arrestin -0.2%, NOD2 inhibition -0.4%, KOR beta-arrestin-2 4.8%, NOD1 inhibition -18.5%, P. falciparum M1AAP 12.3%, Dynein transport cytoplasmic EGFP -0.103, Dynein transport nuclear GR-EGFP 1.61 and Dynein transport cell count -2.12.
Screening O=C(NCc1ccc(F)cc1)C1CCCN(S(=O)(=O)c2ccc(-n3cnnn3)cc2)C1 (centres undefined) returned AID2073 13.7%, KOR beta-arrestin-1 -0.8%, GPR55 beta-arrestin -0.3%, NOD2 inhibition -8.9%, KOR beta-arrestin-2 -0.5% and NOD1 inhibition -19.7%.
O=S(=O)(Nc1nc2ccc(S(=O)(=O)N3CCCC3)cc2s1)c1ccc(F)cc1 was read as P. falciparum M17LAP 15.3%, Dynein transport 1.24, AID2073 21.8%, KOR beta-arrestin-1 3.2%, GPR55 beta-arrestin -0.2%, NOD2 inhibition 6.0%, KOR beta-arrestin-2 -46.4%, NOD1 inhibition -11.1%, P. falciparum M1AAP 17.8%, Dynein transport cytoplasmic EGFP 0.317, Dynein transport nuclear GR-EGFP 0.8 and Dynein transport cell count -0.29.
`COc1ccc(Br)cc1/C=N/NC(=O)C[n+]1ccccc1` gave AID2073 3.7%, KOR beta-arrestin-1 -0.8%, GPR55 beta-arrestin -0.2%, NOD2 inhibition 12.2%, KOR beta-arrestin-2 1.2% and NOD1 inhibition -6.3%.
For Cc1ccc(S(=O)(=O)NCc2cn3ccccc3n2)c(C)c1 the results were AID2073 26.3%, KOR beta-arrestin-1 3.4%, GPR55 beta-arrestin -0.1%, NOD2 inhibition -12.1%, KOR beta-arrestin-2 13.3% and NOD1 inhibition -34.1%.
For CC(=O)c1sc2nsc(SCCN3CCOCC3)c2c1N the results were P. falciparum M17LAP 17.3%, Dynein transport 0.291, AID2073 -18.5%, KOR beta-arrestin-1 4.1%, GPR55 beta-arrestin -0.2%, NOD2 inhibition -8.6%, KOR beta-arrestin-2 -0.5%, NOD1 inhibition 11.3%, P. falciparum M1AAP 1.7%, Dynein transport cytoplasmic EGFP -0.246, Dynein transport nuclear GR-EGFP 0.164 and Dynein transport cell count 0.228.
Clc1ccc(CSc2ccc(-c3cccnc3)nn2)cc1 was read as P. falciparum M17LAP 15.1%, Dynein transport 0.963, AID2073 5.0%, KOR beta-arrestin-1 -6.0%, GPR55 beta-arrestin -0.2%, NOD2 inhibition -10.8%, KOR beta-arrestin-2 15.3%, NOD1 inhibition -32.6%, P. falciparum M1AAP 0.8%, Dynein transport cytoplasmic EGFP -0.215, Dynein transport nuclear GR-EGFP 0.406 and Dynein transport cell count 0.115.
For CC1(C)CC(=O)C2=C(C1)NC1=C(C(=O)c3ccccc31)C2c1cc([N+](=O)[O-])ccc1O (centres undefined) the results were P. falciparum M17LAP 1.6%, Dynein transport -1.06, AID2073 3.0%, KOR beta-arrestin-1 -4.5%, GPR55 beta-arrestin -0.1%, NOD2 inhibition -11.6%, KOR beta-arrestin-2 9.0%, NOD1 inhibition 0.7%, P. falciparum M1AAP 13.1%, Dynein transport cytoplasmic EGFP 0.504, Dynein transport nuclear GR-EGFP -0.431 and Dynein transport cell count -0.0954.
Screening O=C(CSc1ccccc1)Nc1cccc(S(=O)(=O)N2CCCC2)c1 returned P. falciparum M17LAP -6.0%, Dynein transport -1.08, AID2073 22.2%, KOR beta-arrestin-1 -3.1%, GPR55 beta-arrestin 0.1%, NOD2 inhibition -8.5%, KOR beta-arrestin-2 13.1%, NOD1 inhibition -34.4%, P. falciparum M1AAP 9.8%, Dynein transport cytoplasmic EGFP -0.0914, Dynein transport nuclear GR-EGFP -0.422 and Dynein transport cell count 0.0979.
COc1ccc(CCC(=O)NCc2cccc(C(F)(F)F)c2)cc1 was read as AID2073 18.9%, KOR beta-arrestin-1 -3.5%, GPR55 beta-arrestin 0.6%, NOD2 inhibition -2.2%, KOR beta-arrestin-2 -21.5% and NOD1 inhibition -7.9%.
For COc1ccc(CCn2c(-c3cc([N+](=O)[O-])cc([N+](=O)[O-])c3)nc3nc4ccccc4nc32)cc1 the results were P. falciparum M17LAP 2.5%, Dynein transport 1.35, AID2073 -3.8%, KOR beta-arrestin-1 6.2%, GPR55 beta-arrestin 0.2%, NOD2 inhibition 13.1%, KOR beta-arrestin-2 -42.7%, NOD1 inhibition -26.2%, P. falciparum M1AAP 6.1%, Dynein transport cytoplasmic EGFP -0.252, Dynein transport nuclear GR-EGFP 0.598 and Dynein transport cell count -0.802.
`O=C(CCCn1c(=O)oc2ccccc21)N1CCc2ccccc2C1` gave P. falciparum M17LAP 11.5%, Dynein transport -0.936, AID2073 -6.4%, KOR beta-arrestin-1 7.6%, GPR55 beta-arrestin -0.2%, NOD2 inhibition -34.5%, KOR beta-arrestin-2 1.5%, NOD1 inhibition -45.1%, P. falciparum M1AAP -0.9%, Dynein transport cytoplasmic EGFP -0.12, Dynein transport nuclear GR-EGFP -0.537 and Dynein transport cell count 0.323.
For Clc1ccc(-c2cc(CN3CCCCC3)no2)cc1Cl the results were AID2073 9.7%, KOR beta-arrestin-1 -1.5%, GPR55 beta-arrestin -0.1%, NOD2 inhibition -17.3%, KOR beta-arrestin-2 6.1% and NOD1 inhibition -17.1%.
COc1ccc(CN(CC(=O)NCCC(C)C)C(=O)CCC(=O)Nc2nccs2)cc1 was read as AID2073 4.0%, KOR beta-arrestin-1 1.5%, GPR55 beta-arrestin -0.3%, NOD2 inhibition -6.8%, KOR beta-arrestin-2 -28.8% and NOD1 inhibition 3.5%.
`O=C(C[n+]1ccn(-c2ccccc2)c1)c1ccc([N+](=O)[O-])cc1` gave AID2073 1.1%, KOR beta-arrestin-1 -1.0%, GPR55 beta-arrestin -0.1%, NOD2 inhibition 10.1%, KOR beta-arrestin-2 -21.6% and NOD1 inhibition -25.5%.

Not all compounds are listed; rates above refer to the full screens.
